Compound activity as filed in PubChem BioAssay.
IMPase inh: membrane-permeable compound that blocks inositol monophosphatase; 120,000 tested, under 10 active; inhibition (IP1 accumulation), % at 46.1 µM; CHO-M1 cells, IP1 accumulation, HTRF TR-FRET ratio; active = well fitted curve in the direction sought with a large enough effect in the signal ratio, not every such curve was filed as active; inconclusive = small, poorly fitted or top-dose-only effect, or a change in a side signal; inactive = no such curve, though single readings can be large or run the other way; the % refers to the signal ratio;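 also: cells stimulated with carbachol in lithium chloride buffer; plate controls were DMSO basal wells for no effect and reference inhibitor wells for full effect; higher means more IMPase inhibition seen as more IP1 and lower FRET ratio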
Target sequence (P97697 whole entry, looked up): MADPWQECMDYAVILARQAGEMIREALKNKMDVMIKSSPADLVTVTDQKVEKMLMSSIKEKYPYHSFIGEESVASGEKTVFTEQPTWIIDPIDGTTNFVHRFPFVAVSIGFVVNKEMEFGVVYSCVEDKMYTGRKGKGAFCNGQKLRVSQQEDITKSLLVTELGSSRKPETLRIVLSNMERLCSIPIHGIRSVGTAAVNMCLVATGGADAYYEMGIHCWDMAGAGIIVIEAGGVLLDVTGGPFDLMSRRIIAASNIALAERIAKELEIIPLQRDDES
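Cellular IMPase inhibition is scored as a rise in cytosolic IP1, detected by competitive TR-FRET between d2-labelled IP1 and a europium anti-IP1 antibody. M1-expressing CHO cells were stimulated with carbachol for 30 min at 37C, with lithium (50 mM LiCl) present in the buffer.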
PNC assembly inh: blocks assembly of the perinucleolar compartment; PC3M PTB-GFP, PNC prevalence imaging, 16 h; active compounds read low; activity change (PNC), negative = inhibition, % at 10 µM; hit rate 3.1% among 140,000;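 active = readout at or below -70, meaning at least 70% loss of cells showing the perinucleolar compartment, a nuclear body marking cancer cells; inconclusive = readout between -30 and a set limit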;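 also: plate controls were DMSO wells for no effect and camptothecin positive control wells for full effect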
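Read-out is percentage of cells bearing a perinucleolar compartment, from automated 20x imaging of fixed, Hoechst-stained PC3M PTB-GFP cells. Cells were seeded 4 h, then exposed 16 h to compound (23 nl of library stock) in duplicate plates.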
ALOX12 inhib: 12-hLO (ALOX12) enzyme inhibition; hit rate 0.12% among 150,000; purified 12-hLO, xylenol orange hydroperoxide absorbance; AID 1452; P18054; Potency, µM (doses to about 57.1 µM), for inactives: at the top dose activity change, negative = inhibition, most hits filed as inhibitors; also: potency is read from the fitted curve at half-maximal effect; nearly all actives have a fitted effect of over 55% in size; many of its hits are not listed in these tables
Target sequence (P18054 whole entry, looked up): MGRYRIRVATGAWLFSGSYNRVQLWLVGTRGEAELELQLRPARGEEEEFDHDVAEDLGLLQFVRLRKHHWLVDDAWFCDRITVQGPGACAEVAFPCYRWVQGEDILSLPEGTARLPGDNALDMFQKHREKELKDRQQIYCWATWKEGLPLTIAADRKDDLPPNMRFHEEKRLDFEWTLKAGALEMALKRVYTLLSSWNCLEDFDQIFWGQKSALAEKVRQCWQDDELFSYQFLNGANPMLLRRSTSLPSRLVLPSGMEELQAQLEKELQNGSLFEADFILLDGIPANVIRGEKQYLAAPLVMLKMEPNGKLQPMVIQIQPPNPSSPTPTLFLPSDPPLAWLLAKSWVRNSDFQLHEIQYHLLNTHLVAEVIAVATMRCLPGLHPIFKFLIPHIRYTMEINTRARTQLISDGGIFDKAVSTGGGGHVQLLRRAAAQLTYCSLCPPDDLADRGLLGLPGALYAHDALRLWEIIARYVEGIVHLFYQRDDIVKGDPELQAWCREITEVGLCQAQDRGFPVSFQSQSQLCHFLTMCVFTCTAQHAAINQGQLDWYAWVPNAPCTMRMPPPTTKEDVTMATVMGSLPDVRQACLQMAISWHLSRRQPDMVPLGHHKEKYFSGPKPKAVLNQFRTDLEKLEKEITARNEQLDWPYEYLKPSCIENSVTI
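Xylenol orange chromogenic assay: hydroperoxide from 12hLO oxidises Fe(II), giving red-shifted Fe(III)-XO absorbance. Conditions: 150 nM enzyme, 40 uM arachidonic acid, 25 mM Hepes pH 7.0, 0.01% Triton X-100, 30 min, room temperature.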
ALOX15B inhib: inhibitors of human 15-lipoxygenase 2 (ALOX15B) | Potency, µM (top dose mostly 57.1 µM), inactives show at the top dose activity change, negative = inhibition, actives largely listed as inhibitors | purified 15hLO-2, xylenol orange hydroperoxide absorbance | hit rate 0.56% among 110,000 | O15296; also: potency is read from the fitted curve at half-maximal effect; nearly all actives have a fitted effect of over 60% in size; many of its hits are not listed in these tables
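Enzyme 50 nM, AA 45 uM, 25 mM Hepes pH 7.5 + 0.01% Triton X-100; cpd preinc 15 min RT, rxn 90 min RT; stop/detect with 200 uM XO + 300 uM Fe(II) in 50 mM H2SO4, 30 min; A573/A405.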
* marks the source's active call; other numbers are inactive results; u = inconclusive; x = no result given; [ ] = dose if it differs, or a comment. Unless noted, calls follow the shape of the dose curve; as a rule, active = well fitted curve in the direction sought with a large enough effect; inconclusive = small, poorly fitted or top-dose-only effect, or another doubt; inactive = no such curve, though single readings can be large; an effect the other way counts as inactive or inconclusive. Unless noted, % is scaled to controls: 0 for no effect and ±100 for the full control effect. An excerpt (hit frequency here may not be typical).

Every second line gives: IMPase inh	PNC assembly inh	ALOX12 inhib	ALOX15B inhib
- O=C(Nc1ccc(S(=O)(=O)Nc2nccs2)cc1)C1CCCCC1
  -0.2	-23.4	-10.2%	-0.4%
- CNc1nc(N2CCc3ccccc32)ncc1F
  -6.6	u	-2.8%	10.5%
- CCn1c(Cc2ccccc2)nnc1SCC(=O)Nc1ccc2c(c1)OCO2
  -1.4	31.5	-4.0%	2.4%
- Cc1cnc(C(=O)OCC(=O)c2csc(N3CCCCC3)n2)cn1
  2.1	-2.2	-12.3%	-12.9%
- S=C(NC1CCCC1)NC1CC1
  x	-18.6	-1.3%	x
- CCn1c(=S)sc2c(=O)[nH]c(C)nc21
  -2.5	15.9	1.7%	-3.9%
- Fc1cccc(Cl)c1CSc1nnnn1-c1ccc2c(c1)OCO2
  -2.1	48.2	-10.8%	-9.5%
- Cc1ccc2c(Cl)cc(Cl)c(OCC(=O)Nc3cc(C)on3)c2n1
  -2.2	-7.0	0.4%	3.3%
- COc1ccc(-n2cccc2C=O)cc1
  x	20.3	-2.8%	x
- N[C@@H](CSCc1ccc(I)cc1)C(=O)O
  x	x	0.1%[11.4 µM]	-3.0%[11.4 µM]
- COc1cc(CNCC(C)C)c(Br)cc1OCC(=O)NCc1ccccc1
  5.9	19.9	-2.8%	x
- COC(=O)c1cc(Cl)c(NC(=O)c2cc3ccccc3o2)cc1OC
  -2.3	31.6	-2.9%	4.6%
- CCn1cc(C(=O)NCCC2=CCCCC2)c(=O)c2cc(S(=O)(=O)N(C)C)ccc21
  1.1	u	3.0%	x
- COCCCNC(=O)Nc1ccc(F)cc1F
  -4.0	u	-3.7%	2.4%
- COc1ccc(OC)c(C2=NOC(C(=O)NCC3CCCO3)C2)c1 (stereo not given)
  4.3	-4.7	-4.0%	16.6%
- COc1ccc(CC(=S)N2CCOCC2)cc1F
  x	17.9	-1.6%	x
- CCCn1nnnc1NCc1ccccc1OCc1cccs1
  3.9	20.0	-1.0%	-2.8%
- O=C(NCc1ccco1)c1ccc2c(=O)n(Cc3ccco3)c(SCC(=O)N3CCCC3)nc2c1
  9.0	u	-5.2%	-8.0%
- Cc1ccc(S(=O)(=O)NCC(=O)N2CCOCC2)cc1
  -2.2	u	-4.3%	-2.4%
- CC1CCCN(C(=O)CSc2nc3ccccc3o2)C1 (stereo not given)
  3.8	24.6	-6.2%	-3.6%

Looked up above:
Entry for O=C(Nc1ccc(S(=O)(=O)Nc2nccs2)cc1)C1CCCCC1 under ALOX12 inhib: -10.2%
Entry for COc1cc(CNCC(C)C)c(Br)cc1OCC(=O)NCc1ccccc1 under IMPase inh: 5.9

Next part
Every second line gives: IMPase inh	PNC assembly inh	ALOX12 inhib	ALOX15B inhib
- CC1CN(C(=O)CSc2nc(-c3ccc(F)cc3)cs2)CC(C)O1 (stereo not given)
  9.8	37.2	-1.8%	-4.7%
- Cn1c(=O)[nH]c(=O)c2c1nc(CN1CCOCC1)n2Cc1ccccc1
  -3.4	u	2.2%	x
- COc1cc(C(Nc2ccccn2)c2c(NC(=O)c3ccco3)sc(C)c2C)cc(OC)c1OC (stereo not given)
  x	93.5	1.9%	x
- CC(NC(=O)Nc1ccccc1)C(c1cccs1)N1CCOCC1 (stereo not given)
  12.5	-121.7*	0.1%	x
- CCOc1ccccc1N1CCN(C(=O)c2cccc(-c3ccc(O)cc3)c2)CC1
  14.1	-11.0	-3.2%	2.0%
- Cc1ccc(S(=O)(=O)N(C)c2ccc(C(=O)N3CCCCC3)cc2)cc1
  2.0	39.4	-4.5%	-3.5%
- Cc1ccc(C)c2c1cc(C)c1nnc(SCC(=O)N3CCCc4ccccc43)n12
  -3.7	-28.4	-1.6%	x
- N#Cc1c(NC(=O)CSc2nc3c(c(C(F)(F)F)n2)CCc2ccccc2-3)sc2c1CCCC2
  u	u	4.3%	4.9%[11.4 µM]
- COc1ccc(CNC(=O)C2CCN(S(=O)(=O)c3cccc4cccnc34)CC2)cc1
  x	68.7	-1.0%	x
- O=C(CCNC(=O)c1ccccc1Cl)NCC12CC3CC(CC(C3)C1)C2
  3.8	-11.5	1.6%	x
- CN(C(=O)CSc1nnc2ccccn12)c1c(N)n(Cc2ccccc2)c(=O)[nH]c1=O
  -13.5	-21.0	2.2%	x
- Cc1c(C(=O)NCc2cccs2)oc2ccc(S(=O)(=O)N3CCOCC3)cc12
  -5.6	u	-0.6%	5.8%
- COc1cccc(-c2nccc(-n3ccnc3)n2)c1
  x	x	2.0%	28.8%
- CC1=C(C)CC(C(=O)NCC(=O)c2ccccc2)C(C(=O)O)C1 (stereo not given)
  1.6	30.8	10.0%	0.3%
- COc1cccc(N(CC(=O)NCCSc2ccc(Cl)cc2)S(C)(=O)=O)c1
  -0.5	60.3	4.0%	4.5%
- CCN(CC)C(=O)Oc1ccc2ccccc2c1Cl
  x	5.1	2.9%	x
- CS(=O)(=O)Nc1ccccc1C(=O)O
  2.6	-23.2	-4.4%	0.8%
- CCCc1ccc2c(N)c(C#N)sc2n1
  3.9	-12.8	-2.7%	-0.5%
- O=[N+]([O-])c1ccc(Cl)c(/C=N/n2c(C3CCCCC3)n[nH]c2=S)c1
  3.4	-18.9	2.8%	-14.3%
- Cc1c(Cl)cnc(NC(=O)COC(=O)c2ccc3ncsc3c2)c1Cl
  x	-15.3	2.2%	x
- CCCCc1ccc(-c2nc(-c3ccncc3)no2)cc1
  7.1	30.0	2.2%	14.4%
- CCc1ccc(C(=O)COC(=O)C(CCSC)NC(=O)c2ccccc2)cc1 (stereo not given)
  x	171.6	-4.1%	x
- O=C(O)C(S)[C@@H](S)C(=O)O (stereo not given in full)
  x	x	-14.1%	16.3%
- O=C(COc1cccc2ccccc12)Nc1nc2ccccc2[nH]1
  5.6	-16.9	-4.2%	29.6%
- CCCCn1c(CN2CCN(C)CC2)nc2ccccc21
  7.9	13.2	-0.2%	46.8%[activator]
- COC(=O)c1ccc(NS(=O)(=O)c2cc(C)ccc2OC)cc1
  -7.3	3.7	-5.9%	-0.8%[2.29 µM]
- COCc1cc(=O)n2[nH]c(C)nc2n1
  5.7	-27.5	-2.3%	0.1%
- Cc1ccc(C(C(=O)NC2CCCC2)N(C(=O)Cc2cccs2)c2ccc(C)c(C)c2)o1 (stereo not given)
  4.6[1.84 µM]	u	-7.2%	-9.9%[11.4 µM]
- O=C(Nc1ccncc1)c1c(F)cccc1F
  -1.6	u	0.0%	4.4%
- NC(=O)c1ccc(Sc2nnc(-c3cccs3)n2CC2CCCO2)c([N+](=O)[O-])c1 (stereo not given)
  -6.8	34.4	0.1%	x
- c1ccc(-c2ccccc2OCCCN2CCCCC2)cc1
  x	89.8	0.4%	x
- CS(=O)(=O)N1CCC2(CCCN(c3ccccn3)C2)CC1
  x	x	1.6%	0.8%
- O=c1[nH]c2ccc(Cl)cc2c(-c2ccccc2)c1SC(=S)N1CCCCC1
  2.9	45.6	-5.6%	u
- CCOC(=O)CSc1nnc2n(C3CCCCC3)c(=O)c3c4c(sc3n12)CCCC4
  -0.5	u	-4.5%	-2.3%
- Cc1ccc(C(=O)N/N=C\c2cc3c(cc2Br)OCO3)s1
  x	-28.4	2.0%	x
- CCOC(=O)C(NC(=O)CC)(Nc1ccc(S(=O)(=O)Nc2cc(C)on2)cc1)C(F)(F)F (stereo not given)
  6.9	-20.6	1.4%	-3.2%
- O=C(COc1cccc2ccccc12)NNC(=O)c1cccs1
  2.7	9.1	-3.4%	-1.0%
- O=C1CC(SC2=NCCS2)C(=O)N1c1ccc(Cl)cc1 (stereo not given)
  x	72.1	-3.6%	x
- Cn1c(C(=O)N2CCC(C(=O)N3CCN(Cc4ccc5c(c4)OCO5)CC3)CC2)cc2sccc21
  9.6	-19.0	-2.2%	-1.5%
- O=C(OCc1cc(=O)n2c(n1)sc1ccccc12)c1ccc2c(=O)n3c(nc2c1)CCC3
  -0.8	35.0	-2.9%	-10.8%
- CCCCCC(=O)NC(Nc1ccc(S(N)(=O)=O)cc1)C(Cl)(Cl)Cl (stereo not given)
  x	59.6	-1.1%	x
- COc1ccc(S(=O)(=O)N2CCCC2C(=O)Nc2ccc(C(C)=O)cc2)cc1 (stereo not given)
  10.1	u	-9.7%	-4.1%
- N#CC1=C(SCc2ccc(C#N)cc2)N=C(N)C(c2nc(-c3ccccc3)cs2)C12CCCCC2 (stereo not given)
  9.9	-111.7*	1.1%	-1.4%
- COC(=O)c1cc(Cc2ccc(N)c(C(=O)OC)c2)ccc1N
  2.9	-23.4	1.7%	2.2%
- O=C(COc1ccc(Cl)cc1Cl)Nc1ccc(S(=O)(=O)NC2=NCCCCC2)cc1
  0.3	8.8	-4.2%	x
- Fc1ccc(CN2CCCCCC2)c(F)c1
  -1.6	-29.6	1.3%	-5.0%
- O=C(N/N=C/c1ccc([N+](=O)[O-])s1)c1cccc(Br)c1
  -1.0	-1.4	-3.9%	x
- Nc1nnc(CSCc2ccc(Cl)cc2)s1
  x	10.6	-3.7%	x
- c1ccc2nc(N3CCOCC3)c(N3CCOCC3)nc2c1
  -0.8	9.2	-1.0%	1.1%
- COc1ccc(N2C(=O)/C(=C\c3ccco3)N=C2SCC(=O)N(C(C)C)C(C)C)cc1Cl
  x	-11.3	-4.1%	x
- COc1cc2cnc(Cl)nc2cc1OC
  x	-27.0	2.8%	x
- OC1CCN(C(=S)NCCc2ccccc2)CC1
  1.4	u	7.8%	4.6%
- COc1cccc(Nc2nnc(SCC(=O)N3CC(C)OC(C)C3)s2)c1 (stereo not given)
  u	-6.6	1.8%	-1.3%
- Cc1nc(NCc2ccccc2)c2nc(-c3ccccc3)n(CC3CCN(C)CC3)c2n1
  x	x	0.8%	17.6%
- COc1ccc([N+](=O)[O-])cc1NC(=O)CSc1nncn1-c1ccccc1
  4.6	31.3	1.6%	x
- Cc1cccc(C)c1NC1=NC(C)(C)N=C(N)N1
  0.1	-22.6	3.4%	3.7%
- CC(C)Cn1c(N)c(C(=O)COC(=O)c2ccncc2)c(=O)n(C)c1=O
  1.7	59.2	-1.9%	-5.9%
- Cc1cc(C)n(CC(=O)NCc2cc(-c3nn(C)c(=O)c4ccccc34)ccc2C)n1
  1.7	u	-3.9%	1.9%
- Cc1c(-n2cc(C(=O)c3ccccc3O)cc(C#N)c2=O)c(=O)n(-c2ccccc2)n1C
  4.6	u	0.3%	-6.4%
- CN1C(=O)CSc2ccc(NC(=O)NCc3ccco3)cc21
  0.0	u	1.9%	-7.0%

Continuation:
Every second line gives: IMPase inh	PNC assembly inh	ALOX12 inhib	ALOX15B inhib
- Cc1onc(-c2c(Cl)cccc2Cl)c1C(=O)N1CCc2ccccc2C1
  14.5	81.2	1.3%	4.1%
- COC(=O)c1ccc(COc2ccccc2/C=N/NS(=O)(=O)c2ccccc2)cc1
  -10.9	u	-2.1%	-14.5%
- O=C(c1ccccc1)c1c[nH]c2cc3c(cc2c1=O)OCCO3
  -9.7	1.4	-1.2%	x
- COc1cccc2c1C(=O)c1c(O)c3c(c(O)c1C2=O)C[C@](O)(C(=O)CO)C[C@H]3O[C@@H]1C[C@H](N)[C@H](O)[C@H](C)O1
  0.3[20.6 µM]	x	-0.7%[25.6 µM]	6.9%[25.6 µM]
- COc1c(/C=N/Nc2ccc([N+](=O)[O-])cc2[N+](=O)[O-])c(C)nn1-c1ccccc1
  1.1	73.3	3.6%	x
- O=C(c1ccco1)N1CCN(C(c2cccs2)c2nnnn2C2CCCCC2)CC1 (stereo not given)
  -1.7	0.0	2.3%	-1.9%
- COC(=O)c1ccc(COc2ccc(/C=C(\C#N)c3nc4ccccc4[nH]3)cc2OC)o1
  1.8	18.8	-5.9%	u
- O=c1nc(N2CCCCC2)nc2n1CCO2
  2.0[1.84 µM]	u	0.2%	1.9%[11.4 µM]
